# Screening data (PubChem)
# D2 antag = antagonists of human D2 dopamine receptor; HEK293 TREx D2 cells, calcium flux, dopamine EC80; inhibition, % at 10 µM; 2% of 340,000 active; AID 485344; in the data active means inhibition above about 30%; further: 0% is about no effect
# Target sequence (P14416 whole entry, looked up): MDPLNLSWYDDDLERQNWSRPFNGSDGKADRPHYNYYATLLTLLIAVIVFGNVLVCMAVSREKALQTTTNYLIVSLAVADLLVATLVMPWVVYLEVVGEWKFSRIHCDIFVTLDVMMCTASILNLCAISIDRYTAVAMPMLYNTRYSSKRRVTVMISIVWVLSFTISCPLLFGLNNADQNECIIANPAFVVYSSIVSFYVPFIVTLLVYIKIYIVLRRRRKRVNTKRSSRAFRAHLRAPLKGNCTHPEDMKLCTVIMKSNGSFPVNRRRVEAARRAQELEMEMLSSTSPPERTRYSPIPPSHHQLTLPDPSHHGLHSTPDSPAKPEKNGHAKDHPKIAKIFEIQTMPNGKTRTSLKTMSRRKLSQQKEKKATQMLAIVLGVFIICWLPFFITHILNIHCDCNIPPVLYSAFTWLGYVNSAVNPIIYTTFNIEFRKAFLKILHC
#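 Calcium flux kinetic readout in an inducible HEK293 TREx D2 line plated overnight at 30 C. After 180 s compound exposure, an EC80 dopamine challenge follows with another 180 s kinetic read to detect antagonism.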
# D1 potentiator = enhances dopamine response at the human D1 receptor. P21728. HEK293 TREx D1 cells, calcium flux, dopamine EC20 potentiation. potentiation, % at 10 µM. 0.036% of 360,000 active; in the data active means potentiation above about 30%; further: 0% is about no effect
# Target sequence (P21728 whole entry, looked up): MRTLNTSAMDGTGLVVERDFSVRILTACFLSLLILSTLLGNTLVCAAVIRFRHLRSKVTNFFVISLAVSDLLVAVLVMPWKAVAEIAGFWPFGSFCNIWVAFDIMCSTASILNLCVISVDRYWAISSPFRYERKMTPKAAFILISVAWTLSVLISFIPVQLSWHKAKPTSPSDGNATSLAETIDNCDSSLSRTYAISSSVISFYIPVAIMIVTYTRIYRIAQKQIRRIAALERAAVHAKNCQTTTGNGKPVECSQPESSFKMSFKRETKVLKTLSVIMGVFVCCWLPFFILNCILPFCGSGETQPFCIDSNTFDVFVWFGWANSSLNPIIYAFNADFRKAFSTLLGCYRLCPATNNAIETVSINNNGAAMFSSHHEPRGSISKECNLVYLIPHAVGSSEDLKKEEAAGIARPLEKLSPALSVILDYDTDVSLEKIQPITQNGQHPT
# D2 PAM = D2 dopamine receptor (human) potentiation; P14416; HEK293 T-REx D2, calcium flux, EC20 dopamine potentiation; potentiation, % at 10 µM; 0.34% of 340,000 active; AID 485347;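 active means potentiation over 3 SD above the plate norm, cut at about 30% in these data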; further: 0% is about no effect
#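 Potentiation of an EC20 dopamine calcium response measured kinetically over 180 s, after a preceding 180 s compound-only read flagging agonists. Cells: inducible Hek293 Trex D2 line, 4000/well, cultured overnight at 30 C before dye loading.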
# D1 antag = antagonists of human D1 dopamine receptor; HEK293 TREx D1 cells, calcium flux, dopamine EC80; stronger effect = lower value; activity change, negative = inhibition, % at 10 µM; 3.2% of 360,000 active; AID 504652; in the data active means activity change below about -30%; further: on the % scale 0 is the no-effect control and ±100 the full control effect
#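 Kinetic fluorescence of a calcium dye serves as the read-out. D1-expressing Hek293 Trex cells, induced overnight at 30 C, are exposed to compound for 180 s before an EC80 dopamine addition, then read 180 s further.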
# TRHR PAM = allosterically enhances the human TRH receptor; P34981; TRHR cells, fluo-8 calcium fluorescence, EC20 TRH enhancement; enhancement, % at 2 µM; 0.66% of 360,000 active; in the data active means enhancement above about 30%; further: 0% is about no effect
#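 Enhancer read-out: after compound pinning and an initial kinetic agonist-mode read, an EC20 of TRH (10 nM final) was injected and fluo-8 calcium signal (Ex 480/Em 530) followed at 1 s/cycle for 100 cycles in TRHR-expressing cells.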
# RXFP1 antagonist = RXFP1 (human) relaxin receptor antagonism | HEK293-RXFP1, relaxin-stimulated cAMP HTRF, 30 min; stronger effect = lower value | 0.59% of 350,000 active | Q9HBX9 | AID 1259400 | activity change, negative = inhibition, % at 57.5 µM;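 active means activity change of -60% or lower, but not beyond a set lower limit; inconclusive means change between -60% and -40%, or beyond the set limit; inactive means change above -40%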; further: on the % scale 0 is the no-effect control and ±100 the full control effect
# TRHR agonist = activates the human TRH receptor | P34981 | TRHR cells, calcium flux fluo-8, FDSS agonist mode | activation, % at 2 µM | 0.18% of 360,000 active | AID 493084; further: 0% is about no effect
#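 In this calcium-flux screen, cells bearing human TRHR are dye-loaded with fluo-8, baselined for 10 cycles, then exposed to library compounds; positive kinetic calcium responses during the agonist phase mark hits, with TRH as control.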
# D2 agonist = D2 dopamine receptor (human) agonism. P14416. HEK293 T-REx D2 cells, calcium flux agonist mode. activation, % at 2 µM. 0.53% of 340,000 active;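 active means activation over 3 SD above normal in the single-dose calcium agonist read, cut at about 30% in these data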; further: 0% is about no effect
#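 HEK293 Trex D2 cells, tetracycline-induced, o/n 30 C 5% CO2; no-wash Ca dye, RT 30–90 min; 10-cycle baseline, 23 nl cpd added, kinetic Ca read 180 s; agonist hits = positive Ca response.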
# D1 ag = human D1 receptor agonism. HEK293 T-REx D1 cells, calcium flux, agonist mode. AID 504660. activation, % at 2 µM. P21728. 1% of 360,000 active; further: 0% is about no effect
#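 Inducible HEK293 T-REx D1 cells, force-coupled to calcium signalling, were plated at 4000 cells/well with tetracycline and held overnight at 30 C. After no-wash calcium dye loading, compound-evoked calcium rise over 180 s flagged agonists.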
# Active calls of the source: *; ? = inconclusive; . = not tested or not shown; & = joins results of further samples. Unless noted, no stated cut-off is given here; in the data, active means activation above about 30%; inactive means the rest.
SMILES,D2 antag,D1 potentiator,D2 PAM,D1 antag,TRHR PAM,RXFP1 antagonist,TRHR agonist,D2 agonist,D1 ag
CC(=O)C1=C(O)CCC1=N,-1,0,11,4,4,-2,0.2,0.7,5
COc1ccc(N2C(=O)c3cccc4cccc(c34)C2=O)cc1,-9,-4,-5,8,-2,1,0.2,0.0,1
Cc1cc(=O)[nH]c2c3ccccc3nn12,-1,-5,6,13,10,-2,-0.3,0.8,0
CCN(C(=O)COC(=O)c1ccccc1Nc1cccc(C)c1C)C1CCS(=O)(=O)C1 (centres undefined),-31,11,12,1,9,-12,0.3,0.1,-1
CCOc1ccc2nc(N/C(N)=N/C(=S)Nc3cccc(C)c3)nc(C)c2c1,-24,-2,14,-14,2,-6,0.4,-0.9,1
COc1ccc(C2CC(=O)N3CN(C4CCCCC4)CSC3=C2C#N)cc1 (centres undefined),.,-2,-8,-16,9,-17,-1.2,-0.8,0
O=C(COc1ccccc1Cl)NCc1ccco1,.,-4,-5,-8,-3,8,-0.1,.,2
COc1ccc(C2C(C(=O)N3CCN(C)CC3)c3ccccc3C(=O)N2C2CCCCC2)cc1 (centres undefined),3,-3,7,3,-8,0,-1.0,0.7,4
CCOC(=O)NC(=O)CSc1nc(C)cc(C)c1C#N,1,5,-5,-7,-2,-5,0.0,-0.3,2
CCOc1ccc(C2CC(c3c(O)c4ccccc4oc3=O)=NN2c2ccccc2)cc1OC (centres undefined),2,0,.,1,-1,-2,24,20,36*
Cc1ccc(S(=O)(=O)Nc2ccc(C(=O)NCc3ccncc3)cc2)cc1,-5,0,11,19,-6,-8,-0.4,-0.2,1
O=C(NCCc1ccccc1)c1ccc2nc3cc(Cl)ccc3c(=O)n2c1,-6,-5,1,11,0,0,0.3,0.0,0
O=C(/C=C/c1cccs1)N1CCC2(CC1)Oc1ccc(Cl)cc1C(=O)C21CC(c2ccccc2)=NO1 (centres undefined),5,-2,-3,14,-6,.,1.2,0.8,4
O=C(NC(=S)NCC1CCCO1)c1ccccc1[N+](=O)[O-] (centres undefined),-6,0,6,-8,2,14,-3.4,-2.4,1
Cc1cccc(-c2nc3c(c(SCc4ccccc4Cl)n2)Cc2c(CO)cnc(C)c2O3)c1,.,-4,-6,-1,3,-13,0.5,1.4,0
O=C(COc1ccc(-c2ccccc2)cc1)N/N=C/c1cc(O)ccc1Br,-15,-7,-2,-27,5,-15,0.4,0.9,0
Cc1cc([N+](=O)[O-])nn1CCCC(=O)NC1CCCCC1,-3,-4,-1,2,-2,0,0.9,0.2,0
Cc1ccc(N2CC(C(=O)Nc3ccccc3C(=O)N3CCOCC3)CC2=O)cc1 (centres undefined),.,0,.,21,-1,-2,-0.2,.,0
Cc1nc2sc(C(c3ccc(F)cc3)N3CCOCC3)c(O)n2n1 (centres undefined),-23,-10,9,13,1,-1,1.2,-0.1,1
COc1cc(OC)cc(C(=O)Nc2ccc3nc(Nc4cccc(C(F)(F)F)c4)cc(C)c3c2)c1,.,-1,-1,-10,-6,.,0.3,0.1,-1
CC1CCCN(c2nc3c(c(=O)[nH]c(=O)n3C)n2CCSc2nc3ccccc3o2)C1 (centres undefined),6,-4,12,11,7,10,-0.5,0.6,2
COC(=O)c1cn(C(=O)c2ccc(F)cc2)c2ccccc12,4,-4,-11,-18,-4,-2,-0.3,0.2,5
O=C(Nc1cccc(-c2nn[nH]n2)c1)c1ccc(Cl)s1,2,-1,11,21,3,4,-0.1,-0.4,0
CCCCc1cc(=O)oc2cc(O)ccc12,-5,4,-7,4,-5,9,0.3,-2.0,7
Cc1cccc2nc(CNC(=O)CC3C(=O)NCCN3Cc3cccc(F)c3)cn12 (centres undefined),-10,-2,-4,-24,-1,-7,0.4,0.3,4

# Ordered by length of the SMILES (ascending): five of the compounds above
SMILES,D2 antag,D1 potentiator,D2 PAM,D1 antag,TRHR PAM,RXFP1 antagonist,TRHR agonist,D2 agonist,D1 ag
CC(=O)C1=C(O)CCC1=N,-1,0,11,4,4,-2,0.2,0.7,5
COc1ccc(C2CC(=O)N3CN(C4CCCCC4)CSC3=C2C#N)cc1 (centres undefined),.,-2,-8,-16,9,-17,-1.2,-0.8,0
Cc1cccc2nc(CNC(=O)CC3C(=O)NCCN3Cc3cccc(F)c3)cn12 (centres undefined),-10,-2,-4,-24,-1,-7,0.4,0.3,4
CCN(C(=O)COC(=O)c1ccccc1Nc1cccc(C)c1C)C1CCS(=O)(=O)C1 (centres undefined),-31,11,12,1,9,-12,0.3,0.1,-1
COc1cc(OC)cc(C(=O)Nc2ccc3nc(Nc4cccc(C(F)(F)F)c4)cc(C)c3c2)c1,.,-1,-1,-10,-6,.,0.3,0.1,-1

# Later entries.
SMILES,D2 antag,D1 potentiator,D2 PAM,D1 antag,TRHR PAM,RXFP1 antagonist,TRHR agonist,D2 agonist,D1 ag
COc1ccc(C2c3[nH]c4ccccc4c3C[C@H]3C(=O)N(c4ccccc4C(=O)N4CCC[C@H]4C(=O)O)C(=O)N23)cc1 (some centres undefined),1,-5,22,4,-1,.,-1.3,-0.4,2
Cc1ccc2c(c1)N(CC(=O)N1CCCC1)C(=O)c1cccnc1O2,-16,-2,10,2,15,-27,1.4,0.8,4
CCOC(=O)n1c(O)c(N=NC(N)=S)c2cc(C)ccc21,-10,0,-3,3,1,31,0.9,1.6,1
Cc1ccc(OCC(=O)Nc2ccc(S(=O)(=O)N3CCOCC3)cc2)c(Br)c1,.,-3,.,-5,9,-18,-1.1,.,16
Cc1ccccc1NC(=O)c1ccc2c(c1)C(=O)N(CC(C)C)C2=O,-5,1,-6,-11,4,-2,0.6,1.3,0
Cc1ccc(Cl)cc1NC(=O)COC(=O)c1ccc(CN2CCCC2=O)cc1,-14,-6,-2,-13,-2,-3,0.4,0.6,2
O=C(CC1(C(=O)O)CCCC1)N1CCOCC1,.,-6,.,-1,4,-5,-0.3,.,0
COc1ccc(N2CCN(C(=O)c3ccc(C)cc3)CC2)c([N+](=O)[O-])c1,.,-4,.,-2,-2,4,0.2,.,4
CCc1ccccc1N(C)C(=O)Cn1cnc2sc(C)c(S(=O)(=O)N3CCN(c4ncccn4)CC3)c2c1=O,.,0,-2,14,-8,.,-0.3,.,-2
O=C(Nc1ccc(-c2nc3ccccc3o2)cc1)c1cc(-n2cnnc2)ccc1Cl,7,-8,9,-5,-12,-15,0.3,0.3,4
O=C(CN1CCN(c2ccccn2)CC1)N1CCc2ccccc21,12,-4,-23,7,2,-14,-0.4,-0.5,3
CCC(O)(CC)C(=O)N(Nc1ccc(C)cc1)c1ccc(C)cc1,3,-5,3,6,-7,3,0.5,1.5,1
Cc1cc(C)c(NC(=O)C2CCCN2C)c(C)c1 (centres undefined),-13,-10,-6,-35*,-6,-9,0.6,-0.6,2
COc1ccc(/C=N/N=C2/NC(=O)C(CC(=O)O)S2)cc1OS(=O)(=O)c1ccccc1 (centres undefined),.,3,-2,-10,8,8,0.4,.,10
O=C(CN(Cc1ccccc1)C(=O)c1csnn1)NCc1ccc2c(c1)OCO2,28,2,3,-12,3,4,-0.2,-0.1,6
Cc1cc(-c2ccc(C)c(S(=O)(=O)Nc3cccc(CN4CCCC4)c3)c2)on1,0,-11,-13,-61*,-5,4,0.4,1.2,3
Cn1c(SCC(=O)C(C)(C)C)nnc1-c1ccncc1,-12,-1,13,1,27,7,-0.2,-0.4,3
O=C(CN1C(=O)CCC1=O)NNc1ccc2ccccc2c1,3,-1,0,-1,-2,8,0.2,1.4,1
CSCCC(NC(=O)c1cccc(C)c1)C(=O)Nc1sccc1C(N)=O (centres undefined),-11,3,-4,-4,0,5,-1.3,-1.9,3
N/C(=N\OC(=O)COc1ccc(Br)cc1)c1ccncc1,-2,-7,-6,-39*,0,-7,-0.2,1.1,11
Cc1ccc(C)c(Nc2nc3ccccc3n3cnnc23)c1,0,-4,-5,-7,4,15,1.0,-0.7,-1
Cc1ncc(CO)c2c1Oc1nc(-c3ccccc3)nc(SCC(=O)N3CCCCC3)c1C2,-7,6&-4,6&2,4&-6,3&5,-11&-18,-0.1&0.6,-0.2,1&1
Oc1c(C=C2N=c3ccccc3=N2)sc(=S)n1C1CCCC1,-10,8,15,-71*,-1,-20,-0.2,-1.2,5
COc1ccc(/C=N/NC(=O)C[n+]2ccccc2)c(OC)c1OC,35*,1,-27,-3,2,-9,-0.5,0.0,1
COc1cc(S(=O)(=O)NC2CCCC2)ccc1-n1cnnn1,-16,-6,-2,13,8,10,0.3,0.6,6

# Additional records:
SMILES,D2 antag,D1 potentiator,D2 PAM,D1 antag,TRHR PAM,RXFP1 antagonist,TRHR agonist,D2 agonist,D1 ag
O=C1c2ccccc2NC(c2ccc(F)cc2)N1Cc1ccco1 (centres undefined),-12,-8,-11,-15,7,3,0.0,-1.4,1
CCOc1cc(/C=C2/NC(=O)N(CC(=O)Nc3cccc(C)c3)C2=O)ccc1OC,-7,-4,12,-17,6,-5,0.3,-1.2,9
NNC(=O)CNc1ccccc1Cl,2,1,-3,-15,-3,?,1.0,1.8,1
COc1ccccc1NC(=O)/C(=C\c1cccnc1)NC(=O)c1ccc(C)cc1,17,3,.,-32*,-2,-2,0.3,-0.4,2
CCC1=C(OC(=O)N(CC)CC)N2C(=O)OC(=NCC(=O)OC)[C@]2(C)[C@H]2C1=CC[C@H]1C(=O)N(C)C(=O)[C@H]12,-6,2,12,-13,-1,.,0.1,0.0,3
CC(=O)N(C)c1nc(-c2ccc(Cl)cc2)cs1,0,-7,12,-11,1,16,-0.2,-0.1,1
Cc1cccc(-n2ccnc2SCC(=O)Nc2cccc3ccccc23)c1C,.,-2,6,0,-4,.,-0.3,.,4
O=C(CSc1nnc(CNc2ccc(F)cc2)o1)N1c2ccccc2Sc2ccccc21,-5,-1,3,11,7,-2,-0.6,-0.6,2
N=c1n(CCN2CCCCC2)c2ccccc2n1CC(O)COc1ccc(Cl)cc1Cl (centres undefined),.,-3,-22,1,-1,?,7.8,13,195*
O=C(c1ccccc1)N1CCSC1=S,9,-8,-2,20,-1,6,0.0,0.0,1
CC(=O)Nc1ccc(N=Cc2c(O)c3ccccc3oc2=O)cc1,.,-2,.,5,-2,-1,-0.1,.,2
COc1cc(OC)cc(C(=O)NNC(=O)CNC(=O)c2cccs2)c1,17,-3,8,0,6,3,2.5,0.6,2
CCOC(=O)C1=C(C)NC(=O)NC1c1cccc(OC)c1OCc1ccccc1Cl (centres undefined),-6,-8,-5,0,4,1,-0.2,0.3,2
COc1cc(OC)c(NC(=O)Nc2ccc3c(c2)N(C)C(=O)c2ccccc2S3)cc1Cl,.,0,-4,-26,4,10,0.2,0.7,1
O=C(Nc1ccccc1Cl)c1ccc(S(=O)(=O)NCC2CCCO2)cc1 (centres undefined),-11,-6,8,-8,0,-2,-0.1,-0.3,4
Cc1ccc(NS(=O)(=O)c2cc([N+](=O)[O-])ccc2NNC(=S)Nc2cccc(Cl)c2)c(C)c1,23,9,6,4,-3,-32,0.2,-0.5,1
